# Screening data (PubChem BioAssay)
# Vif-APOBEC3F blk = Vif-A3F binding inhibition; Potency, µM (highest dose often 46.1 µM), for the others: at the top dose activity, negative = active; AID 602313; HeLa A3F-eYFP + Vif (tagged APOBEC3F with the HIV-1 protein that degrades it), YFP fluorescence increase; 390,000 compounds, 0.2% hits; also: potency is read from the fitted curve at half-maximal effect; % of control where 0% means no effect; nearly all actives have a fitted effect of over 65% in size
#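 HeLa cells stably expressing A3F-eYFP plus Vif, plated and incubated overnight at 37 deg C, then exposed to compounds overnight at 37 deg C. Blocked degradation read as raised yellow fluorescence (Ex 488/Em 500-530).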
# D1 antagonist = blocks dopamine activation of the human D1 receptor. AID 504652. activity change, negative = inhibition, % at 10 µM. HEK293 TREx D1 cells, calcium flux, dopamine EC80; active compounds read low. P21728. 360,000 compounds, 3.2% hits; in the data active = activity change below about -30%; also: % is scaled to controls: 0 for no effect and ±100 for the full control effect
# Target sequence (P21728 whole entry, looked up): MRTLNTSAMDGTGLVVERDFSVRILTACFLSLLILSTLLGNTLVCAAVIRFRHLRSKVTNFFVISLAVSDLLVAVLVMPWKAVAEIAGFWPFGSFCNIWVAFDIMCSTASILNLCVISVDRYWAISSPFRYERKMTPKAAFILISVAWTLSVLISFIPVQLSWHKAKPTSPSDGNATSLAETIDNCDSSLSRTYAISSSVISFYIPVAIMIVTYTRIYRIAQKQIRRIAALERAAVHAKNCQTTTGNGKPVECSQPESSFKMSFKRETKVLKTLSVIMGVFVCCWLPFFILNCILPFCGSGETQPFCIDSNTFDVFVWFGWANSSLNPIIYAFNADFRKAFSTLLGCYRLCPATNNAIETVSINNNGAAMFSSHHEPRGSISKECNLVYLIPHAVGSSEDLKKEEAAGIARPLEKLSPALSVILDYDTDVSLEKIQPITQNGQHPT
#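 Using tetracycline-induced force-coupled D1 Hek293 cells and a calcium dye, signals were followed for 180 s after compound, then for 180 s after EC80 dopamine, to detect inhibitors.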
# GRP78 ERSR act = induces the endoplasmic reticulum stress response in human glioma cells; 420,000 compounds, 0.02% hits; U87-MG GRP78 promoter luciferase reporter, 16 h; Potency, µM, for inactives: at the highest dose activation, actives largely listed as activators; also: potency is read from the fitted curve at half-maximal effect; series mostly up to about 76 µM; % of control where 0% means no effect; nearly all actives have a fitted effect of over 35% in size
#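 Stably transfected U87-MG human glioma cells carrying a GRP78-based luminescent sensor were seeded at 1000 cells/well, pin-dosed with compounds and incubated 16 h. Luciferase reagent was then added, and end-point luminescence was read after 10 min at room temperature.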
# RXFP1 antag = blocks the human relaxin receptor RXFP1 | Q9HBX9 | HEK293-RXFP1, relaxin-stimulated cAMP HTRF, 30 min; active compounds read low | activity change, negative = inhibition, % at 57.5 µM | 350,000 compounds, 0.59% hits;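 active = activity change of -60% or lower, but not beyond a set lower limit; inconclusive = change between -60% and -40%, or beyond the set limit; inactive = change above -40%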; also: % is scaled to controls: 0 for no effect and ±100 for the full control effect
# D1 ag = activates the human D1 dopamine receptor | P21728 | HEK293 T-REx D1 cells, calcium flux, agonist mode | activation, % at 2 µM | 360,000 compounds, 1% hits | AID 504660; in the data active = activation above about 30%; also: 0% is about no effect
#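 Inducible HEK293 T-REx D1 cells, force-coupled to calcium signalling, were plated at 4000 cells/well with tetracycline and held overnight at 30 C. After no-wash calcium dye loading, compound-evoked calcium rise over 180 s flagged agonists.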
# RXFP1 ag = activates the human relaxin receptor RXFP1. HEK293T-RXFP1 cAMP TR-FRET, 30 min; response scale: percent of porcine relaxin response, buffer zero. Q9HBX9. Potency, µM (doses to about 57.5 µM), for inactives: at the highest dose activation, actives largely listed as activators. 370,000 compounds, 0.3% hits; also: potency is read from the fitted curve at half-maximal effect; % is scaled to controls: 0 for no effect and ±100 for the full control effect; nearly all actives have a fitted effect of over 60% in size; many of its hits are not listed in these tables
#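 HEK293 cells stably expressing RXFP1, treated 30 min at 37C with compounds plus PDE4 inhibitor Ro 20174; cAMP measured by HTRF TR-FRET. Normalized to buffer and 29 nM porcine relaxin; EC50 by Hill fit.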
# D1 PAM = enhances dopamine response at the human D1 receptor; HEK293 TREx D1 cells, calcium flux, dopamine EC20 potentiation; P21728; potentiation, % at 10 µM; 360,000 compounds, 0.036% hits; in the data active = potentiation above about 30%; also: 0% is about no effect
# Vif-APOBEC3G blk = inhibitors of Vif-APOBEC3G interaction | HeLa A3G-eYFP + Vif (tagged APOBEC3G with the HIV-1 protein that degrades it), YFP fluorescence, overnight | Q9HC16 | 410,000 compounds, 0.076% hits | Potency, µM (titrated, usually from 46.1 µM), inactives show at the highest dose activity, negative = active, usual class: inhibitors;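 also: potency is read from the fitted curve at half-maximal effect; % is scaled to controls: 0 for no effect and ±100 for the full control effect; nearly all actives have a fitted effect of over 60% in size; hits raise eYFP signal because A3G escapes Vif-driven loss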
#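 HeLa cells stably expressing Vif and C-terminally eYFP-tagged A3G, seeded overnight at 37 deg C, then exposed to compound by pintool overnight at 37 deg C. Rise in yellow fluorescence (Ex 488/Em 500-530, Acumen) marks blocked Vif-driven A3G degradation.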
# D2 PAM = positively modulates the human D2 dopamine receptor allosterically; P14416; HEK293 T-REx D2, calcium flux, EC20 dopamine potentiation; potentiation, % at 10 µM; 340,000 compounds, 0.34% hits; AID 485347;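 active = potentiation over 3 SD above the plate norm, cut at about 30% in these data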; also: 0% is about no effect
# Target sequence (P14416 whole entry, looked up): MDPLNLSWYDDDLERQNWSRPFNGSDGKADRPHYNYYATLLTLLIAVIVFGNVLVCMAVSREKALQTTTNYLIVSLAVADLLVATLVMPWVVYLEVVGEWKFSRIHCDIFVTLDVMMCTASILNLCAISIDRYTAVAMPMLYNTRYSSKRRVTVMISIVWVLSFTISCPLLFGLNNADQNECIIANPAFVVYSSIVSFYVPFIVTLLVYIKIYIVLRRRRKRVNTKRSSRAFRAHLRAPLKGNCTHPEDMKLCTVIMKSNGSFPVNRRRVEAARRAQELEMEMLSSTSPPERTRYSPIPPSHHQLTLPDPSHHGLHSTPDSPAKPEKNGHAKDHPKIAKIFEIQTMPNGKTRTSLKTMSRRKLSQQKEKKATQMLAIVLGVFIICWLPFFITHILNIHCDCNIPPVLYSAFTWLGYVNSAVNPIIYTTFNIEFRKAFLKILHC
#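 Potentiation of an EC20 dopamine calcium response measured kinetically over 180 s, after a preceding 180 s compound-only read flagging agonists. Cells: inducible Hek293 Trex D2 line, 4000/well, cultured overnight at 30 C before dye loading.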
# Starred values were filed as active, the others as inactive; ? = inconclusive; / = no result given; & = joins results of further samples; ! = not active in a repeat. Unless noted, calls follow the shape of the dose curve; as a rule, active = well fitted curve in the direction sought with a large enough effect; inconclusive = small, poorly fitted or top-dose-only effect, or another doubt; inactive = no such curve, though single readings can be large; an effect the other way counts as inactive or inconclusive. An excerpt, so the mix of outcomes need not match the whole.
SMILES,Vif-APOBEC3F blk,D1 antagonist,GRP78 ERSR act,RXFP1 antag,D1 ag,RXFP1 ag,D1 PAM,Vif-APOBEC3G blk,D2 PAM
CCn1cc(CN2CCCC(C(=O)Nc3cccc(-c4cc5ccccc5[nH]4)c3)C2)c(C)n1 (configuration not stated),-7.6%,-26.5,-5.4%,-1.8,16.3,1.2%,-2.8,-1.3%,3.6
Cc1cc(C)cc(NC(=O)CCC(=O)N2CCSc3ccccc32)c1,-0.3%&-6.5%,-58.1*!,-1.4%&-3.3%,-9.5&-11.2,1.3&-0.8,1.9%&1.4%,-2.4&-8.4,-14.3%&-13.2%,10.1&-3.4
CC1CCN(S(=O)(=O)c2ccc3c(c2)oc(=O)n3CC(=O)O)CC1,0.0%,1.6,1.7%,12.6,1.4,-1.4%,-0.8,4.2%,6.8
O=C(N/N=C/c1c[nH]c2c1ccc1ccccc12)c1ccc([N+](=O)[O-])cc1,0.5%,8.4,-2.7%,-68.3*,3.4,-1.9%,0.7,1.3%,-4.4
Cc1nn(C)c(C)c1S(=O)(=O)N(CC(=O)NC1CCCCCC1)c1ccc(C(C)C)cc1,-0.8%,-10.1,-3.2%,/,0.8,-0.2%,/,0.0%,-3.3
COc1ccc(/C=C2\CCC/C(=C\c3ccc(OC)c(OC)c3OC)C2=O)c(OC)c1OC,?,3.4,-3.2%,3.9,4.5,0.3%,2.8,-1.8%,7.8
COc1ccc(Oc2cn[nH]c2-c2ccc(OCC(=O)NN)cc2O)cc1,-8.7%,5.8,-2.7%,-3.9,6.2,1.0%,-2.3,-0.1%,/
CSc1ncc(Cl)c(C(=O)Nc2c(C(=O)c3ccc(C)c(F)c3)oc3ccccc23)n1,3.1%,-4.4,-1.1%,/,1.5,0.0%,-1.2,4.3%,-5.7
Cc1ccc(C(=O)C(C)OC(=O)c2cc3cc([N+](=O)[O-])ccc3oc2=O)cc1 (configuration not stated),-9.1%,1.8,-1.4%,-12.7,-1.4,-1.7%,4.7,-19.3%,-6.5
CN1CCN(c2ccc(NC(=O)COc3ccccc3)cc2Cl)CC1,-4.9%,5.2,-3.9%,-2.8,10.4,0.3%,-6.0,0.5%,2.1
COc1cc(C2C=C(Nc3ccccc3)C(=O)N2c2ccccc2)ccc1O (configuration not stated),-19.3%,-19.2,4.5%,-28.1,2.2,2.4%,-5.5,-9.6%,5.1
Nc1ccc(CC2SC(=O)NC2=O)cc1 (configuration not stated),/,-5.4,-2.4%,12.9,-2.0,-2.8%,0.0,2.3%,-0.5
COc1ccc(Oc2cccc(Cl)c2CNC(=O)CSCC(=O)O)cc1,6.9%,-1.2,-2.1%,-13.7,3.4,-0.4%,-4.8,-0.2%,-0.8
COc1cc(OC)cc(C(=O)Nc2ccc(NC(=O)c3ccco3)c(Cl)c2)c1,-21.2%,-4.2,-5.5%,8.7,8.0,5.1%,-3.9,-5.7%,7.6
Cc1ccc(C2c3c(oc4ccccc4c3=O)C(=O)N2c2nncs2)cc1 (configuration not stated),0.4%,11.8,-3.6%,-20.3,-0.3,15.6%,2.8,0.4%,16.1
Cc1cccc(N2CCN(C(=O)c3ccccc3SCC(=O)N3CCCC3)CC2)c1C,3.3%,-0.5,-1.7%,-11.5,2.0,1.3%,-4.2,-4.6%,2.3
O=C(COC(=O)CCC(=O)c1ccc(F)cc1)Nc1ccc(F)cc1F,-7.4%,-25.7,-2.4%,-6.0,8.7,1.6%,-6.3,4.6%,9.6
Cc1ccccc1C(=O)Nc1ccccc1N1CCCCC1,-10.5%,2.2,1.0%,-21.1,2.5,1.9%,-3.8,4.5%,11.4
Cc1cc[n+](-c2nc3ccccc3nc2C(=C=[N-])C#N)cc1,4.4%,48.2,-15.6%,-3.8,6.2,-1.6%,0.6,1.7%,5.4
Cc1ccc(CNC(=O)C2(C(F)(F)F)C/C(=C\Cc3ccccc3)CCCO2)o1 (configuration not stated),-12.9%,0.3,-3.3%&-6.0%,/,2.0,-2.2%,1.4,0.2%&-5.4%,-6.4
CCc1ccc(C(=O)COC(=O)c2cncc(Br)c2)cc1,1.6%,-16.9,3.9%,-28.1,3.1,4.2%,-6.5,2.1%,-6.2
COc1ccc(NC(=O)CCNS(=O)(=O)c2ccccc2F)cc1S(=O)(=O)N1CCOCC1,5.2%,/,-3.5%,6.1,/,/,/,-7.6%,/
CCCNc1nc(N)nc(-c2cc(Cl)ccc2OC)n1,-1.6%,1.5,-5.1%,-8.3,2.6,2.4%,-0.3,-1.1%,7.4
Cc1cc(C)cc(Oc2ccc(C(F)(F)F)cc2C#N)c1,1.3%,6.3,-2.4%,-20.2,1.9,0.7%,-4.2,-8.9%,/
CO/N=C(/CS(=O)c1ccc(Br)cc1)c1ccc(OC)cc1 (configuration not stated),3.0%,-5.1,-4.2%,-0.6,1.4,-1.1%,3.8,-0.1%,0.5
# (continued)
SMILES,Vif-APOBEC3F blk,D1 antagonist,GRP78 ERSR act,RXFP1 antag,D1 ag,RXFP1 ag,D1 PAM,Vif-APOBEC3G blk,D2 PAM
CC(OC(=O)c1ccccc1C(=O)N(C)Cc1ccccc1)C(=O)NC1(C#N)CCCCC1 (configuration not stated),-0.8%,-0.4,-5.0%,5.1,0.2,0.0%,-3.0,-0.2%,3.6
Cc1cc2cc(CCNC(=O)C(C)C)c(=O)[nH]c2cc1C,0.3%,/,-3.6%,8.7,/,/,/,1.3%,/
COc1ccc(S(=O)(=O)N2CCN(CCC(=O)Nc3ccccc3F)CC2)cc1,1.0%,-4.7,-2.2%,-8.6,0.1,-1.1%,-5.0,1.0%,8.3
Cc1c(CNCCc2ccccc2Cl)c(C(=O)O)c(C)n1-c1ccccc1,6.8%,-0.8,-8.8%,-1.8,5.0,1.0%,5.7,0.5%,12.8
CC1CCC(C(C)C)C(OC(=O)C[n+]2cc(-c3ccc(Cl)cc3)n3c2CCC3)C1 (configuration not stated),-10.9%,-6.1,-3.6%,-10.3,1.5,0.0%,-0.8,-2.6%,-22.4
COc1ccc(-n2c(C)nc3cc(C(=O)NC4CCCCCC4)ccc32)cc1,-2.8%,-0.7,-4.0%,-29.0,7.8,0.5%,-5.9,-2.3%,-0.6
CS(=O)(=O)c1ccc2nc(NC(=O)c3ccc(Cl)nc3)sc2c1,-1.6%,0.2,2.2%,9.5,2.1,12.2%,2.0,-18.4%,-22.1
CCCc1ccc(OC(=O)CSc2nnc(-c3cccs3)o2)cc1,3.0%,5.5,-4.5%,-9.5,1.6,6.2%,1.6,-4.6%,0.7
CCSc1ncc(Cl)c(C(=O)Nc2sc3c(c2C(=O)NC)CCCC3)n1,?,0.1,-3.2%&-3.0%,/,0.0,0.4%,0.3,0.6%&0.7%,-9.4
CN(C(=O)c1ccc2c(c1)CCN2S(C)(=O)=O)c1ccccc1,-2.7%,0.5,-3.1%,-2.9,7.7,-1.0%,-3.4,-4.9%,3.2
Cc1cc(C(=O)OCC(=O)N2CCc3ccccc32)c(C)o1,0.1%,-6.4,7.6%,-10.1,1.1,0.3%,1.2,0.4%,-3.5
CC(C(=O)N1CCc2ccccc21)N1CCc2ccccc2C1 (configuration not stated),1.0%,1.6,-4.2%,-1.7,0.8,0.3%,9.7,-0.5%,-22.6
CCCn1c(COc2cccc(C)c2)nc2ccccc21,-25.6%,-0.9,-4.0%,-0.9,-1.6,0.2%,-1.7,1.5%,4.1
Cn1c(-c2cc3ccc(OC(=O)C(C)(C)C)cc3oc2=O)nc2ccccc21,-16.0%,-12.8,?,-10.1,1.2,10.9%,-2.7,1.3%,-3.8
Cc1ccc(-n2cc(CCCCCCCCC(=O)O)nn2)cc1,-2.8%,3.5,-1.4%&-0.9%,/,-0.1,-1.1%,-3.5,1.3%&-2.9%,5.7
Cc1cc(C)cc(Nc2nc3cc(Cl)c(Cl)cc3nc2-n2nc(C)cc2C)c1,-9.7%,13.7,-4.3%,-1.6,0.0,-1.3%,3.2,1.7%,5.6
O=[N+]([O-])c1cccc(NC(=S)NCc2ccncc2)c1,0.9%,-39.8*,-2.9%,5.9,7.5,-4.5%,-3.7,1.3%,0.3
Cc1ccccc1OCCCn1c(=O)sc2ccccc21,2.0%,0.2,3.3%,-1.6,3.6,4.3%,-4.7,-5.1%,-4.1
CNC(=O)CSc1nnc(C2CC2)n1-c1ccccc1,1.2%,-2.7,-2.7%,-10.3,-0.4,1.5%,1.1,1.5%,-7.0
CCCCN(C)CCCNC(=O)CN1N=C(c2ccc(OC)cc2)CCC1=O,1.0%,3.2,-2.9%,-0.6,-0.1,0.7%,1.7,-10.9%,9.2
Cn1cc(S(=O)(=O)N2CCCCC2)cc1C(=O)N1CCN(c2ccc(F)cc2)CC1,-4.6%,-6.0,-2.6%,/,-0.9,-1.9%,3.5,2.8%,0.7
Cc1ccc(S(=O)(=O)Oc2ccc(/C=C3\C(=N)N4N=C(S(C)(=O)=O)SC4=NC3=O)cc2)cc1,-9.2%,-5.3,1.5%,3.0,1.0,0.1%,-3.2,-0.3%,5.0
COc1ccccc1NC(=O)c1ccc(CN2CCOCC2)cc1,-0.3%,6.7,1.3%,-0.7,2.8,0.6%,-0.7,3.5%,7.0
Cc1cccc(C)c1NC(=O)C(c1ccc(Cl)cc1Cl)N1CCCCC1 (configuration not stated),-1.7%,-9.6,-7.2%,-15.0,8.9,-2.4%,3.1,-0.2%,-21.7
Cc1cc(C(F)(F)F)nn1CC(=O)N1CCCCC1C (configuration not stated),7.5%,-11.0,-5.7%,-14.2,2.5,1.2%,-6.7,0.0%,8.4

# Pulled by compound from above:
SMILES,Vif-APOBEC3F blk,D1 antagonist,GRP78 ERSR act,RXFP1 antag,D1 ag,RXFP1 ag,D1 PAM,Vif-APOBEC3G blk,D2 PAM
COc1ccc(S(=O)(=O)N2CCN(CCC(=O)Nc3ccccc3F)CC2)cc1,1.0%,-4.7,-2.2%,-8.6,0.1,-1.1%,-5.0,1.0%,8.3
Cn1cc(S(=O)(=O)N2CCCCC2)cc1C(=O)N1CCN(c2ccc(F)cc2)CC1,-4.6%,-6.0,-2.6%,/,-0.9,-1.9%,3.5,2.8%,0.7
